# AT treatment = potential ataxia-telangiectasia treatments restoring KAP-1 phosphorylation; […] A-T fibroblasts, KAP-1 phosphorylation AlphaLISA; neocarzinostatin DNA damage 30 min before lysis; Potency, µM (doses to about 57.5 µM), for inactives: at the top dose activation, actives largely listed as activators; hit rate 0.19% among 320,000; also: potency is read from the fitted curve at half-maximal effect; % of control where 0% means no effect; nearly all actives have a fitted effect of over 45% in size
#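 ATM-like activity read as KAP-1 phosphorylation via AlphaLISA donor/acceptor antibody pairs after lysis and 6 hr at 25C. Cells were ATM-null patient fibroblasts ([…], hTERT), dosed 60 min, then exposed to the DSB inducer NCS for 30 min.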
# TRPV1 agonist = agonists of human vanilloid receptor 1 (TRPV1). Q8NER1. TRPV1-expressing cells, Fluo-8 calcium influx, agonist mode. activation, % at 8.33 µM. hit rate 0.19% among 320,000. AID 540275; in the data active = activation above about 80%; inconclusive = between about 30% and that limit; also: 0% is about no effect
#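 Fluo-8 calcium influx in TRPV1-expressing cells, kinetic read (ex 480/em 520 nm). Compound added and read 3 min for agonist activity, followed by capsaicin at EC20 final and 2 min further read for enhancement.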
# KCNH2 WT inh = KCNH2 (human, wildtype) channel inhibition. U2OS, BacMam KCNH2, thallium flux FluxOr; active compounds read low. hit rate 0.37% among 340,000. activity change, % at 1.84 µM. Q12809;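 active = maximum activity change below -70%; inconclusive = maximum activity change between -70% and -50%; inactive = maximum activity change above -50%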; also: % is scaled to controls: 0 for no effect and ±100 for the full control effect
# Target sequence (Q12809 whole entry, looked up): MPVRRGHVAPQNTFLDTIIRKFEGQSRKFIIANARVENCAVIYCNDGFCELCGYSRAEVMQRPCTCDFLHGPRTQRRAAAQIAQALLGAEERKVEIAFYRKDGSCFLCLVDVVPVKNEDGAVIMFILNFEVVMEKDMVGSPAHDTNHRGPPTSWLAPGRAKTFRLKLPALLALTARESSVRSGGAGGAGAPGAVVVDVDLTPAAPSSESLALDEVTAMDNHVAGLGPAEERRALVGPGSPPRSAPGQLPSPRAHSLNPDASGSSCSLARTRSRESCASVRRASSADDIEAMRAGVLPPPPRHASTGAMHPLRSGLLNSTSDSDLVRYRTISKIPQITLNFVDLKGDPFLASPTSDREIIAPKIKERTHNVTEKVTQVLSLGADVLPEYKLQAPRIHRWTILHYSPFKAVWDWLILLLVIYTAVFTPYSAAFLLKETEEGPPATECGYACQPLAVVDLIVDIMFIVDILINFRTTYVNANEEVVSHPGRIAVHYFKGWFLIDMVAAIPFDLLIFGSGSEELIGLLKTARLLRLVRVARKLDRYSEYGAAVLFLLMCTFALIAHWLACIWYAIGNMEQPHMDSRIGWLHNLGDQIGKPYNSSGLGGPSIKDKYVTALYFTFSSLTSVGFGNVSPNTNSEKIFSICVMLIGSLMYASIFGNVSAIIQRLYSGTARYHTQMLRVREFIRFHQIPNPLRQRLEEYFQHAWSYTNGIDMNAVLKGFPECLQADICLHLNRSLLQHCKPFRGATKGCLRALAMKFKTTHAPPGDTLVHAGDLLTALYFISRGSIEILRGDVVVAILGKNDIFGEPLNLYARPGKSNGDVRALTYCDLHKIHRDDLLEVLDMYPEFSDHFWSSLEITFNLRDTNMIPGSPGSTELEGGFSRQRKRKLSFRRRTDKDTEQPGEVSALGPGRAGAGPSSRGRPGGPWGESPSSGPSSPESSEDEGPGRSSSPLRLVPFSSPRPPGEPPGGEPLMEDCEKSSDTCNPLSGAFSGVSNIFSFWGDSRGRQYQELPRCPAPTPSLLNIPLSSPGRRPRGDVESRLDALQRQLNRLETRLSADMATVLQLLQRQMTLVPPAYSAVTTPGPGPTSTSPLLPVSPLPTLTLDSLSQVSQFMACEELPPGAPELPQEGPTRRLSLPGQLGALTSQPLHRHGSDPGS
#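 U2OS cells were transduced with wild-type KCNH2 virus (2.03 x 10^8 / mL) for 4 h at room temperature, then cultured overnight at 37 C. Thallium flux was read with FluxOr dye. Rate constants were normalized to DMSO controls.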
# KCNH2 3.1 inh = inhibitors of human KCNH2 3.1 potassium channel isoform. activity change, % (tested at about 1.8 µM). AID 720553. U2OS KCNH2 3.1, thallium flux FluxOr; active compounds read low. hit rate 0.95% among 340,000;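 active = maximum activity change below -70%; inconclusive = maximum activity change from -70% to -50%; inactive = maximum activity change above -50%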;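 also: thallium influx rate constant from kinetic fluorescence after stimulation buffer; % is scaled to controls: 0 for no effect and ±100 for the full control effect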
#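 Normalized rate constant (relative to positive and negative DMSO controls) derived from a 2 min kinetic fluorescence read after stimulation; U2OS cells expressing the 3.1 isoform via virus at 1.77 x 10^8 /mL.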
# a7 integrin act = activators of alpha7 integrin expression for muscular dystrophy; Potency, µM (titrated, usually from 38.3 µM), for the others: top-dose activation, actives largely listed as activators; alpha7betagal myoblasts, beta-gal FDG fluorescence, 48 h; hit rate 0.064% among 350,000;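 also: potency is read from the fitted curve at half-maximal effect; 100% = response of the positive control SU9516; nearly all actives have a fitted effect of over 60% in size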
#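 Alpha7betagal+/- myoblasts (passage 13) were plated 16-24 hr, then exposed to compounds (1:260 dilution of DMSO stock) for 48 hours at 37C. After MPER lysis, β-galactosidase reporter activity was read as FDG fluorescence (ex 480/em 540) after 30 minutes.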
# FBPA coupling cs = coupling enzyme interference in Giardia aldolase counter-screen. coupling enzyme system counterscreen, AmpLite Red fluorescence. activity change, negative = inhibition, % at 58.2 µM, hits read low. hit rate 0.67% among 290,000. AID 2472; in the data active = activity change below about -30%; also: % is scaled to controls: 0 for no effect and ±100 for the full control effect
#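 Counterscreen lacking aldolase: glyceraldehyde-3-phosphate coupling-enzyme reagent preincubated 10 min at RT with compound (at 57.5 uM final), then substrate/coupling system with AmpLite Red added; fluorescence read at 525/598 nm after 20 min RT.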
# MBNL1-CUG inh = inhibitors of human MBNL1 binding to CUG repeat RNA; Potency, µM (highest dose often 57.5 µM), for the others: at the top dose activity change, negative = inhibition, hits mostly inhibitors; hit rate 0.036% among 280,000; TR-FRET MBNL1-His/biotin-(CUG)12 binding, 665/545 ratio; Q9NR56; active = well fitted inhibition curve with a large enough effect in the signal ratio, with a control signal flat, not every such curve was filed as active; inconclusive = small, poorly fitted or top-dose-only effect, or effect the other way, or a change in a side signal; inactive = no such curve, though single readings can be large or run the other way; the % refers to the signal ratio; also: potency is read from the fitted curve at half-maximal effect; % is scaled to controls: 0 for no effect and ±100 for the full control effect
#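 Compounds (final 92 nM to 58 uM) are added to His-tagged MBNL1 and biotin-(CUG)12, then terbium anti-His antibody and streptavidin-XL665 (5 nM final). After 60 min at room temperature, the 665/545 nm ratio is read.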
# MLL CXXC-DNA inh = blocks binding of human MLL CXXC domain to DNA; Q03164; Potency, µM (doses to about 115 µM), inactives show at the highest dose activity change, negative = inhibition, actives largely listed as inhibitors; MLL-CXXC / FITC-HOXA9 DNA fluorescence polarization; AID 2662; hit rate 0.037% among 290,000; active = well fitted inhibition curve with a large enough effect in the polarisation, with a control signal flat, not every such curve was filed as active; inconclusive = small, poorly fitted or top-dose-only effect, or effect the other way, or a change in a side signal; inactive = no such curve, though single readings can be large or run the other way; the % refers to the polarisation; also: potency is read from the fitted curve at half-maximal effect
#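 Fluorescence polarization: 7 uM MLL-CXXC (stock) preincubated 5 min with compounds, then 50 nM fluorescein-HOX-A9 DNA (stock) added; 30 min ambient. Buffer 50 mM Tris-HCl pH 7.5, 50 mM NaCl, 1 mM DTT, 0.05% BSA.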
# GALK inh = galactokinase (human) inhibition; P51570; Purified GALK, Kinase-Glo residual ATP luminescence; Potency, µM (series often up to 57.5 µM), for the others: at the highest dose activity change, negative = inhibition, hits mostly inhibitors; hit rate 0.007% among 270,000; also: potency is read from the fitted curve at half-maximal effect; % is scaled to controls: 0 for no effect and ±100 for the full control effect
#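 Kinase-Glo Plus luminescence measured ATP left after a 1 h room-temperature reaction. The reaction used 5 nM GALK, 100 uM galactose and 35 uM ATP at pH 8.0 (20 mM HEPES, 5 mM MgCl2, 60 mM NaCl, 1 mM DTT, 0.01% BSA).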
# S-ASM inh = human S-ASM enzyme inhibition. placental ASM, HMU-PC fluorogenic substrate, 60 min. Potency, µM (top dose mostly 57.5 µM), without a hit: top-dose activity change, negative = inhibition, hits mostly inhibitors. P17405. hit rate 0.006% among 340,000; also: potency is read from the fitted curve at half-maximal effect
#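 Fluorescence read-out (Ex 386 nm, Em 447 nm) after stopping the reaction at pH 10. Enzyme: ASM from human placenta; substrate HMU-PC0, 9 uM final; 60 min, 37 °C. Compound preincubation 10 min, ambient temperature.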
# * = called active by the depositor; ? = inconclusive; / = not tested or not shown; [ ] = remark or other dose. Unless noted, calls follow the shape of the dose curve; as a rule, active = well fitted curve in the direction sought with a large enough effect; inconclusive = small, poorly fitted or top-dose-only effect, or another doubt; inactive = no such curve, though single readings can be large; an effect the other way counts as inactive or inconclusive. Not a hit list; about 2% have a hit in one of these screens.
Compound	AT treatment	TRPV1 agonist	KCNH2 WT inh	KCNH2 3.1 inh	a7 integrin act	FBPA coupling cs	MBNL1-CUG inh	MLL CXXC-DNA inh	GALK inh	S-ASM inh
O=c1c(Cc2ccc(F)cc2)c(O)ccn1C1CC1	7%	2	3	-3	17%	6	-12%	4%	-1%	1%
CCCc1nc(NCC2CCCO2)c2nnn(Cc3ccccc3)c2n1 (configuration not stated)	-1%	?	10	20	-9%	3	-4%	3%	-1%	0%
COc1cccc(-c2nc(CS(=O)(=O)CC(=O)NCCCN3CCN(C)CC3)c(C)o2)c1	-2%	-1	-4	8	12%	0	3%	35%[activator]	0%	2%
Cn1c(Cn2c(=O)sc3ccccc32)nnc1SCC(=O)NCc1ccc(F)cc1	0%	-1	-4	-1	7%	0	-1%	4%	-2%	1%
Cc1ccc(S(=O)(=O)N(C)CC(=O)NNC(=O)Cc2cccc(F)c2)cc1	6%	-1	4	10	-10%	/	/	/	/	-3%
O=C(O)COCc1nc2ccccc2s1	17%	1	/	15	0%	3	-6%	31%[activator]	-2%	3%
Cn1c(N)c(C(=O)COC(=O)COc2ccc(Cl)cc2)c(=O)n(C)c1=O	0%	2	8	-23	0%	/	/	/	/	-6%
Clc1ccc(-c2c[n+]3c(n2-c2ccccc2)SCC3)cc1	13%	3	-38	17	-21%	3	1%	0%	11%	-4%
CCCOc1ccc(/C=C/C(=O)Nc2ccc([N+](=O)[O-])cc2C)cc1	2%	0	3	-6	1%	5	-3%	9%	0%	-2%
Cn1c(=O)c2c(nc(SCC(=O)NC3CCCC3)n2C)n(C)c1=O	-4%	-1	1	0	5%	0	-7%	-6%	7%	0%
CCOC(=O)c1c(C)n(C)c2cc(Br)c(C(=O)OC)cc12	-5%	27	-15	-1	-3%	0	27%	?	0%	-5%
CCOC(=O)c1nnn(-c2nonc2N)c1CN(C)Cc1ccccc1	-3%	12	-5	-18	0%	0	-3%	0%	-1%	-5%
CC(C)CC(N)c1cn([C@@H](CCC(=O)O)C(=O)N2CCNCC2)nn1 (some centres not stated)	16%	-3	5	8	13%	2	3%	-7%	3%	2%
O=c1oc(/C=C/c2ccccc2)nc2sc3c(c12)CCC3	-3%	0	25	26	0%	-2	1%	?	-2%	0%
O=C(CCS(=O)(=O)c1ccc(Br)cc1)Nc1ccccn1	6%	1	4	9	-1%	1	-2%	11%	3%	4%
CC(C)C[C@H](NC(=O)c1nc[nH]c1C(=O)N[C@@H](CC(C)C)C(=O)OC(C)(C)C)C(=O)OC(C)(C)C	3%	26	17	1	19%	-16	-5%	-3%	1%	-8%
CCN(CC)C(=O)c1ccc(-c2nnc(Nc3ccc(O)cc3)c3ccccc23)cc1	6%	0	4	-22	-16%	1	19%	2%	-3%	-4%
CCn1c(=O)cc(OCC(=O)NCCCN2CCCC2=O)c2ccccc21	-2%	0	6	2	?	0	4%	5%	1%	0%
Fc1ccccc1N1CCN(c2cnc3ccccc3n2)CC1	/	?	15	-5	0%	1	22%	-6%	-3%	3%
CCOc1cc(C=O)cc(Br)c1OCC(=O)NCCc1ccccc1	2%	?	-1	5	-2%	2	-3%	6%	11%	-5%
COc1cc(C(=O)Nc2nnc(C)s2)cc(OC)c1OC	5%	-3	-4	-9	4%	2	-6%	6%	0%	-7%
S=c1[nH]nc(Nc2cccc(Cl)c2)s1	-6%	-3	/	41	-11%	2	-8%	16%	5%	-2%
O=C(CCN1C(=O)COc2ccccc21)NCc1cccs1	-5%	3	-23	0	-5%	1	4%	-2%	3%	-1%
Cc1ccc(NC(=O)c2cccs2)cc1S(=O)(=O)N(C)C	-3%	7	4	1	2%	-1	/	7%	-4%	-1%

# The last 6 compounds of the section before lead into the next.
Compound	AT treatment	TRPV1 agonist	KCNH2 WT inh	KCNH2 3.1 inh	a7 integrin act	FBPA coupling cs	MBNL1-CUG inh	MLL CXXC-DNA inh	GALK inh	S-ASM inh
Fc1ccccc1N1CCN(c2cnc3ccccc3n2)CC1	/	?	15	-5	0%	1	22%	-6%	-3%	3%
CCOc1cc(C=O)cc(Br)c1OCC(=O)NCCc1ccccc1	2%	?	-1	5	-2%	2	-3%	6%	11%	-5%
COc1cc(C(=O)Nc2nnc(C)s2)cc(OC)c1OC	5%	-3	-4	-9	4%	2	-6%	6%	0%	-7%
S=c1[nH]nc(Nc2cccc(Cl)c2)s1	-6%	-3	/	41	-11%	2	-8%	16%	5%	-2%
O=C(CCN1C(=O)COc2ccccc21)NCc1cccs1	-5%	3	-23	0	-5%	1	4%	-2%	3%	-1%
Cc1ccc(NC(=O)c2cccs2)cc1S(=O)(=O)N(C)C	-3%	7	4	1	2%	-1	/	7%	-4%	-1%
Cc1ccc(Cl)cc1N1CCN(C(=O)CNC(=O)c2ccc(Br)o2)CC1	6%	-2	20	0	17%	/	/	/	/	-4%
COc1ccc2nc(NC(=O)C3CCN(C(=O)c4ccc(F)cc4)CC3)sc2c1	-1%	15	-17	/	-26%	/	3%	-7%	0%	-2%
O=C(CCS(=O)(=O)c1cccc2nonc12)NC1CCCCCC1	-7%	6	0	0	-4%	2	?	3%	0%	-1%
CCC1CCCCN1CCCNC(=O)c1cc2c(=O)[nH]c3ccccc3c2n1C (configuration not stated)	-1%	-3	-5	10	-27%	0	-10%	-5%	-1%	-1%
COCCCN(C(=O)CCOc1ccccc1C)c1c(N)n(Cc2ccccc2)c(=O)[nH]c1=O	-12%	-4	-7	-9	-4%	/	/	/	/	11%
CC(NC(=O)c1ccccc1F)C1CC1 (configuration not stated)	1%	3	-4	-5	-49%[inhibitor]	0	2%	-2%	8%	4%
CN(CC(=O)Nc1ccccc1Br)C(=O)c1cc([N+](=O)[O-])ccc1N1CCOCC1	4%	1	-4	-14	9%	/	/	/	/	-3%
Cc1ccc(OCC(=O)NNC(=O)[C@@H]2CCCC[C@@H]2C(=O)O)c(Br)c1	4%	1	15	-1	20%	/	-2%	4%	0%	3%
O=c1[nH]c(C2C3CC4CC(C3)CC2C4)nc2ccccc12 (configuration not stated)	-3%	23	1	4	17%	2	10%	6%	/	4%
COc1cc(-c2nc3ccc4ccccc4c3c3c2CCC3)cc(OC)c1O	7%	1	7	3	8%	3	-2%	-5%	1%	?
O=C1C(c2ccccc2)C(c2ccccc2)NC(c2ccccc2)C1c1ccccc1 (configuration not stated)	2%	-1	0	-17	3%	0	-9%	10%	0%	-2%
Cc1cccc(NC(=O)C(C)Oc2ccccc2C)n1 (configuration not stated)	1%	18	2	-14	0%	-1	11%	1%	2%	-1%
CCOc1cccc(N2CCN(CCNC(=O)Nc3ccc(C)cc3)CC2)c1C	3%	?	6	-93*	-60%[inhibitor]	2	-5%	10%	4%	0%
COc1ccc(-c2cc(C3CCN(c4ncccc4[N+](=O)[O-])CC3)[nH]n2)cc1	-5%	3	-1	-4	-9%	0	?	-7%	2%	?
c1ccc(C[C@H]2CN=C(Nc3ccccc3)N2CC2CCC2)cc1	25%	3	-7	-14	-16%	/	/	/	/	8%
Cc1ccc(NC(=S)Nc2ccc(F)cc2)c(C)c1	2%	-1	4	-3	-20%	4	-5%	2%	4%	4%
CCOC(=O)c1cc2occc2n1CC(=O)NCCOC	-3%	0	-7	15	9%	0	13%	6%	1%	-2%
O=C(/C=C/C=C/c1ccccc1)c1ccco1	-2%	?	-3	-7	-18%	-1	?	-15%	-3%	23%
Nn1c(SCc2cn3ccccc3n2)nnc1-c1ccncc1	-10%	3	-1	-9	7%	1	-4%	6%	0%	3%
Cc1cc(NC(=O)CCC(=O)N(c2ccc(C)c(F)c2)C(C(=O)NC2CCCC2)c2ccco2)no1 (configuration not stated)	-1%	-2	-2	-6	1%	-1	2%	-7%	-3%	0%
O=C(CCc1ccccc1)Nc1ccccc1C(=O)N1CCOCC1	3%	3	-16	6	16%	3	0%	8%	-1%	0%

# Screening data as filed in PubChem.
